Source: PubChem (several laboratories)
MsrA act: activates bovine MsrA enzyme | AID 602163 | purified bovine MsrA, absorbance read-out | activation, % at 10.6 µM | 360,000 compounds, 0.3% hits; in the data active = activation above about 7.5%;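 also: 0% = vehicle and 100% = reference activator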
CendR NRP1 mod: alters CendR peptide binding to human NRP-1; inhibition, % at 25 µM; 360,000 compounds, 0.85% hits; FAM-RPARPAR peptide binding to NRP-1, fluorescence polarization; O14786;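 active = inhibition or corrected inhibition above about 18%, plus a signal ratio from 0.5 to 1.5, limit read from the data, passing the limit was not always enough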; also: strong numbers were not always called active
Target sequence (O14786 whole entry, looked up): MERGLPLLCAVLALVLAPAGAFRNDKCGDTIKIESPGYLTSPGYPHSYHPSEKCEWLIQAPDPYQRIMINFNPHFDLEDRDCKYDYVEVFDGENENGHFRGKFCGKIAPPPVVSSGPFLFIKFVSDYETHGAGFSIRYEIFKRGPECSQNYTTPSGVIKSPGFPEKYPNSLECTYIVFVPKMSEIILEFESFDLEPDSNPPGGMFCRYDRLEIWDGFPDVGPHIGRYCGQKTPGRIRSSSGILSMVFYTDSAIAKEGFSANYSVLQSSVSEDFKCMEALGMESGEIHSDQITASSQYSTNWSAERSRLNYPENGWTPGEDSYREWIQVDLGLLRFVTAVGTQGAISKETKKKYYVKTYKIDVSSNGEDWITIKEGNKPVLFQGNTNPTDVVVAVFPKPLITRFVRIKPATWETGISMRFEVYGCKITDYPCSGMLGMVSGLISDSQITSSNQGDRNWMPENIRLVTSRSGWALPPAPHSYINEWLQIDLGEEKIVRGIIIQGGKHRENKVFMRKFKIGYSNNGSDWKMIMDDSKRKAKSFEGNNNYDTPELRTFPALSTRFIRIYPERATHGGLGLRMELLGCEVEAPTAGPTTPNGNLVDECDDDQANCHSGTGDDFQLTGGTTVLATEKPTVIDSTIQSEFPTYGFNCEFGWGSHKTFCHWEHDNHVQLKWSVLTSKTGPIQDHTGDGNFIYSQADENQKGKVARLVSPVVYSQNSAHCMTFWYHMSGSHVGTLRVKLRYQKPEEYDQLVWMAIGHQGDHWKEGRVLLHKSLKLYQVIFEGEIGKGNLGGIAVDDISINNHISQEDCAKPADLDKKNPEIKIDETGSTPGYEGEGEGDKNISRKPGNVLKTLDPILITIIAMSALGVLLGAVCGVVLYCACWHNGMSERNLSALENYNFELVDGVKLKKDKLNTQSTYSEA
MT1-MMP act inh: blocks activation of human MT1-MMP | HT1080 RFP-PRO-GFP cells, GFP/RFP ratio fluorescence, overnight; percent of plate control window, DMSO zero | GFP/RFP ratio change, % at 20 µM | 360,000 compounds, 0.061% hits | AID 651647;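 active = GFP/RFP ratio change of at least 30% with cell ATP level not reduced by more than half and red fluorescence within 50% of control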; also: strong numbers were not always called active
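Assay system – RFP-PRO-GFP reporter HT1080 cells · Compound dosing – single dose of 20 µM compound, 1% DMSO final · Incubation – overnight compound exposure at 37 °C · Measure – GFP/RFP fluorescence ratio · Benchmarks – DMSO wells and RFP-L50D-GFP cells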
SKN-1 block: blocks SKN-1 activity in C. elegans | AID 624304 | C. elegans VP596 Pgst-4::GFP/RFP ratio, acrylamide-induced, 24 h | 360,000 compounds, 0.49% hits | inhibition, % at 21.8 µM;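 active = interference check ratio from 0.5 to 1.5 plus GFP to RFP signal ratio inhibition reaching or exceeding a fixed threshold, cut at about 30% in these data, passing the limit was not always enough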; also: some compounds called inactive have numbers as strong as hits
FAS-TE inh: blocks the thioesterase domain of human fatty acid synthase; 360,000 compounds, 0.67% hits; inhibition, % at 15 µM; P49327; recombinant FAS-TE, OMFH fluorogenic substrate, fluorescence endpoint; AID 602261;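 active = compounds whose normalised, plate-corrected inhibition of enzyme fluorescence in the single-dose primary screen is 50% or more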;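 also: 0% = DMSO with enzyme and 100% = substrate without enzyme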
Neddyl block: blocks human cullin neddylation | AID 651699 | 360,000 compounds, 0.58% hits | calls only at 25 µM | P61081+Q13564 | TR-FRET cullin neddylation, biochemical; in the data active = inhibition above about 36%
PABP1 MLLE inh: blocks PAM2 peptide binding to the PABP1 MLLE domain | P11940 | GST-MLLE / FITC-PAM2 fluorescence polarization | inhibition, % at 20 µM | 360,000 compounds, 0.36% hits | AID 588489; in the data active = inhibition above about 35%, passing the limit was not always enough;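 also: plate controls were DMSO wells with GST-MLLE for no effect and wells lacking GST-MLLE protein for full effect; some results filed as inactive read as strong as hits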
Rin1 Abl inh: inhibitors of human Rin1-Abl protein interaction. P00519+Q13671. TR-FRET Rin1/Abl binding, biochemical. inhibition, % at 7.35 µM. 360,000 compounds, 0.4% hits. AID 588664; in the data active = inhibition above about 5%, passing the limit was not always enough
eLon inh: inhibitors of E. coli Lon protease | P0A9M0 | purified E. coli Lon protease, fluorescence polarization | inhibition, % at 7.94 µM | 360,000 compounds, 0.42% hits | AID 602123; in the data active = inhibition above about 13%, passing the limit was not always enough;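 also: 0% = enzyme with probe and DMSO and 100% = no enzyme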
* = called active by the depositor; i = inactive; / = no result given.

SMILES,Rin1 Abl inh,SKN-1 block,PABP1 MLLE inh,FAS-TE inh,MT1-MMP act inh,CendR NRP1 mod,MsrA act,eLon inh,Neddyl block
CCn1nc(C)c([N+](=O)[O-])c1C(=O)NNC(=O)c1ccccc1Cl,-1,-11,1,-4,-1,5,-1,5,i
O=C(c1ccco1)N(Cc1cccc(F)c1)C1CCS(=O)(=O)C1 (stereo not drawn),-1,11,1,-2,-4,7,-3,6,i
CC(C)(C)NC(=O)C(c1cccs1)N(CC1CCCO1)C(=O)Cn1nnc(-c2cccs2)n1 (stereo not drawn),2,21,-7,5,1,1,-1,-6,i
Cc1ccc(NC(=O)C2(C)CCN2C(=O)Cc2ccc(C(C)C)cc2)cc1 (stereo not drawn),-10,-2,-6,19,-4,-11,-2,-2,i
CCOC(=O)N1CCN(Cc2ccccc2F)CC1,-3,-25,4,-4,6,-1,-2,-2,i
CC1(C(=O)OCC(=O)N2c3ccccc3Sc3ccccc32)CC1(Cl)Cl (stereo not drawn),2,-5,9,29,2,14,-5,2,i
COc1nc(N/N=C/c2cc3c(cc2Br)OCO3)nc(N2CCOCC2)n1,2,-8,13,1,-1,-6,-9,-11,i
CCOC(=O)c1c(C)[nH]c(C(=O)OCc2nc3ccsc3c(=O)[nH]2)c1C,-2,27,-1,1,5,-5,0,11,i
CC(=O)N(C)c1ccc(NC(=O)c2ccco2)cc1,2,32,-2,-1,2,-4,1,7,i
O=C(Oc1cc(=O)oc2ccccc12)c1cccnc1Cl,3,10,-2,-10,-2,7,-7,0,i
CC(C)n1c(=O)[nH][nH]c1=S,1,1,-38,-10,-2,3,0,2,i
O=C(c1ccc(N2CCN(CCO)CC2)nc1)N1CCOCC1,1,10,7,-9,3,6,-7,1,i
O=C(O)COc1ccc2c(-c3ccccc3)cc(=O)oc2c1,-2,4,0,-6,-4,0,-2,-3,i
O=[N+]([O-])c1cccc(-c2nnc3ccc4ccccc4n23)c1,-1,10,2,-6,1,-11,-2,1,i
O=C(Nc1cccnc1)c1ccc(COCC(F)(F)F)cc1,-1,3,11,-10,6,-7,-2,-4,i
CCN1Cc2c(/C=C/c3ccccc3)nc3ccc(OC)cc3c2N(c2cccc(Cl)c2)C1,-3,4,-3,77*,-33,-23,-5,-18,i
O=C(NCc1ccco1)C(C(=O)c1ccccc1)n1ccccc1=O (stereo not drawn),1,21,3,-7,1,-5,-6,-9,i
CCCCc1nc2sc3c(=O)[nH]cnc3c2c2c1CCCC2,-14,-6,7,-1,-5,7,-1,2,i
Cc1ccc(S(=O)(=O)CCC(=O)OCC(=O)Nc2cc(S(=O)(=O)N3CCOCC3)ccc2C)cc1,-2,1,-12,-2,3,-8,-2,-6,i
CC(C)CC1(C)NC(=O)N(CC(=O)NC(=O)Nc2ccc3c(c2)OCCO3)C1=O (stereo not drawn),-1,13,9,7,-3,-4,-2,0,i
COC(=O)c1cc(OC)c(OC)cc1NC(=O)CCN1C(=O)C2CCCCC2C1=O (stereo not drawn),-2,5,-32,-7,2,-2,-2,5,i
CCN(CC)S(=O)(=O)c1cccc(C(=O)N/N=C(\C)c2cccs2)c1,1,-4,5,3,4,-1,-4,14,i
O=C(NC(c1ccccc1)c1ccc2ccccc2n1)C1CCN(CCOc2ccc(Cl)cc2)CC1 (stereo not drawn),-5,4,-5,16,-4,-2,-1,-13,i
O=C(COc1ccccc1)Nc1nnc(S(=O)(=O)N2CCCC2)s1,-3,13,-9,-4,0,-9,-2,-7,i
Cc1nc2sc(C(c3cccs3)N3CC(C)CC(C)C3)c(O)n2n1 (stereo not drawn),-6,8,-7,-1,2,1,-4,-7,i
COc1cccc(C(=O)NCCS(=O)(=O)NC2CCCC2)c1,-1,8,-6,-2,1,-2,-4,-2,i
CC1(C)N=C(N)N=C(N)N1c1ccc(OCC(=O)N2CCOCC2)c(Cl)c1,-1,-2,-6,-11,-14,6,-1,-10,i
Cc1ccc(NC(=O)Nc2ccc3c(c2)OCO3)c(OC(F)F)c1,3,6,12,2,2,7,-7,-4,i
CSc1c(C#N)c(N)c(C#N)c2c1COC(C)(C)C2,-4,41*,3,2,-2,2,-1,-6,i
CCc1cc2c(NCCC(=O)O)nc(C)nc2s1,3,-7,8,-4,1,0,-1,-1,/
Nn1c(SCC(=O)NCC2CCCO2)nnc1-c1ccco1 (stereo not drawn),5,-4,-1,-7,1,-6,-3,-9,i
CNC(=S)NCCc1ccccc1,2,8,-95,-7,1,-3,-3,11,i
N#CCC(=O)Nc1ccc(C(=O)Nc2cccc(S(=O)(=O)N3CCCC3)c2)cc1,-6,1,-6,3,3,6,-2,-4,i
Cc1cc(CN(C)C(=O)c2ccc(OC3CCN(CCc4ccccc4)CC3)cc2)on1,8,-4,-3,1,-1,2,11*,-1,i
COc1ccc(Cc2nnc(NC(=O)c3cc(OC)cc(OC)c3)s2)cc1,-1,13,5,12,-3,1,-10,-2,i
O=C(Nc1ccc(CN2CCOCC2)cc1)c1ccc(Br)cc1,-1,26,6,3,-2,4,2,-8,i
COc1ccc(Cl)cc1NC(=S)NN1CCOCC1,1,8,26,-2,2,4,-1,0,i
COc1cc(OC)c(OC)cc1CN1CCN(Cc2ccc(SC)cc2)CC1,0,-3,-14,-7,4,10,-1,-2,i
CCOc1ccc(OCc2ccc(C(=O)N3N=C(C(F)F)CC3(O)C(F)F)o2)cc1 (stereo not drawn),5,-43,8,8,6,-11,-13,-4,i
O=C(O)C1=C[C@H](c2csc3ccccc23)C[C@H](OCc2ccc(CO)cc2)O1,5,16,2,-2,3,5,-5,-7,i
Nc1ccn(Cc2ccc(F)cc2)n1,2,-3,20,-3,-8,24,-6,-3,i
O=C(CN1CCN(Cc2ccccc2Cl)CC1)N/N=C/C=C\c1ccccc1[N+](=O)[O-],0,0,-7,11,-1,-17,-13,2,i
O=C(C1=COCCO1)N1CCN(S(=O)(=O)c2cccc(F)c2)CC1,2,3,4,-6,1,-5,-2,-4,i
CC(C)CCN(C(=O)c1csnn1)C(C(=O)NC1CCCC1)c1ccccc1 (stereo not drawn),1,-9,3,2,-4,7,-1,6,i
CCOC(=O)/C=C/c1nc(C(=O)OCC)c(C)c(=O)[nH]1,1,0,0,-4,-3,16,-2,-6,i
FC(F)(F)c1nnc(Nc2ccc(Cl)cc2)s1,0,10,-39,0,1,4,-4,-1,i
COc1ccc(N2C(=O)CC(N3CCCC4CCCCC43)C2=O)cc1 (stereo not drawn),-2,-4,11,0,7,2,1,-12,i
CN(C(=O)CCN1CCCO1)C1CCCN(Cc2ccccc2F)C1 (stereo not drawn),2,12,-2,-4,-1,0,-3,1,i
CCN(CC)CCNC(CC(=O)Nc1ccc(Cl)cc1Cl)C(=O)O (stereo not drawn),1,-10,9,-5,3,1,-11,1,i
Cc1cc(C)c(SCCc2ccncc2)c(C)c1,2,3,-6,11,-6,-4,-3,11,i

Next section, starting with the last 3 of the part before.
SMILES,Rin1 Abl inh,SKN-1 block,PABP1 MLLE inh,FAS-TE inh,MT1-MMP act inh,CendR NRP1 mod,MsrA act,eLon inh,Neddyl block
CN(C(=O)CCN1CCCO1)C1CCCN(Cc2ccccc2F)C1 (stereo not drawn),2,12,-2,-4,-1,0,-3,1,i
CCN(CC)CCNC(CC(=O)Nc1ccc(Cl)cc1Cl)C(=O)O (stereo not drawn),1,-10,9,-5,3,1,-11,1,i
Cc1cc(C)c(SCCc2ccncc2)c(C)c1,2,3,-6,11,-6,-4,-3,11,i
O=C(COC(=O)c1cccnc1Cl)NC(=O)NC1CCCCC1,1,3,-1,1,1,6,-2,-5,i
COc1ccc(C(C)=O)cc1COc1ccc([N+](=O)[O-])c(C)c1,2,5,9,32,2,-5,-2,2,i
CC(O)C(NS(=O)(=O)c1ccc(Cl)cc1)C(=O)OCC(=O)c1c[nH]c2ccccc12 (stereo not drawn),-4,-6,-5,3,4,22,-1,-2,i
CN(C(=S)Nc1ccc(F)cc1)C(c1ccccc1)c1ccccc1,0,15,-127,23,-2,9,0,-5,i
COc1ccc(N(CC(=O)NCc2ccc(F)cc2)S(=O)(=O)c2c(C)n[nH]c2C)cc1,4,-2,2,-9,-1,-3,-6,6,i
CN(CC(=O)Nc1ccc(F)cc1)CC(=O)N1CCCCC1,5,19,-29,-5,-2,9,-2,-4,i
O=C1c2cc3c(cc2CCC1c1ccc2c(c1)OCO2)OCO3 (stereo not drawn),2,-2,-1,11,4,0,-2,-5,i
COc1ccc(C(O)c2ncc(-c3ccc4ccccc4c3)[nH]2)cc1 (stereo not drawn),-3,0,-5,-4,-2,-4,-2,0,i
O=C(CSc1nc2c(cnn2-c2cccc(Cl)c2)c(=O)[nH]1)NCC1CCCO1 (stereo not drawn),1,-4,-6,-2,-3,3,-1,-3,i
O=C(CN(C(=O)c1csnn1)c1ccc(F)cc1)NCc1ccc2c(c1)OCO2,6,11,28,-1,-2,4,-2,4,i
CCSc1oc(-c2cccs2)nc1S(=O)(=O)c1ccccc1,-2,5,-118,24,-6,-21,-4,-11,i
O=C(Cn1cnnn1)Nc1cccc(S(=O)(=O)N2CCCCC2)c1,-3,-3,-3,-3,5,4,-8,8,i
COc1cccc(CNC(=O)C(CCSC)NS(=O)(=O)c2ccc3c(c2)oc(=O)n3C)c1 (stereo not drawn),1,1,9,2,0,-7,-4,-12,i
O=C1Nc2c(Br)cc(Br)cc2C1(O)N1CCOCC1 (stereo not drawn),0,19,5,-1,-8,1,1,-9,i
O=C(NC(Cc1c[nH]c2ccccc12)c1nnc2n1CCCCC2)c1ccccc1Cl (stereo not drawn),-2,10,-5,-8,10,3,-2,-4,i
